# HCV inhibitor = qHTS Assay for Inhibitors of Hepatitis C Virus (HCV); Huh7.5.1 HCVcc-Cre infection, luciferase reporter, 44 h; Potency, µM (doses to about 41.8 µM), for inactives: at the highest dose activity change, negative = inhibition, usual class: inhibitors; 340,000 tested, 3.4% active; AID 651820, 2012; also: potency is read from the fitted curve at half-maximal effect
#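 1,000 cells/well; 4 h culture; + compound; + HCVcc-Cre (~0.5 moi); 44 h; luciferase substrate, RT 15 min; read 15 sec.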
# Sm TGR block = qHTS Assay for the Inhibitors of Schistosoma Mansoni Peroxiredoxins; Schistosoma mansoni thioredoxin glutathione reductase (TGR), Q962Y6; purified TGR, DTNB reduction, TNB absorbance 405 nm; Potency, µM (series often up to 114 µM), without a hit: top-dose activity change, negative = inhibition, actives largely listed as inhibitors; 360,000 tested, 3% active; AID 485364, 2010; also: potency is read from the fitted curve at half-maximal effect; nearly all actives have a fitted effect of over 60% in size
#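 TGR 20 nM + NADPH 100 uM (dispensed conc.), cpd preinc 15 min RT; start with NADPH (500 uM addition) then DTNB (15 mM addition). Kinetic TNB absorbance, 405 nm filter. Four-parameter Hill fit across titration.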
# HCMV antiviral = qHTS Assay for inhibitors of the human cytomegalovirus (HCMV). HFF cells, HCMV-luciferase reporter, 72 h; hits give low values. activity change, negative = inhibition, % at 57.5 µM. 410,000 tested, 4.5% active; in the data active = activity change below about -60%; inconclusive = no clear call, values can overlap the other calls; inactive = above about -39%
#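 Cell-based, HFFs, 1000 cells/well, 16 h 37C; cpds in DMSO + HCMV-luc, MOI 1 PFU/cell; 72 h 37C; OneGlo luminescence after 5 min RT; norm. to buffer vs Salinomycin 10uM.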
# Giardia FBPA inh = qHTS Assay for Inhibitors of Fructose-1,6-bisphosphate Aldolase from Giardia Lamblia. AID 2451, 2010. A8B2U2. Potency, µM (titrated, usually from 59.6 µM), for the others: top-dose activity, negative = inhibition, actives largely listed as inhibitors. 290,000 tested, 0.71% active. purified Giardia FBPA; also: potency is read from the fitted curve at half-maximal effect; nearly all actives have a fitted effect of over 55% in size
# Target sequence (A8B2U2 whole entry, looked up): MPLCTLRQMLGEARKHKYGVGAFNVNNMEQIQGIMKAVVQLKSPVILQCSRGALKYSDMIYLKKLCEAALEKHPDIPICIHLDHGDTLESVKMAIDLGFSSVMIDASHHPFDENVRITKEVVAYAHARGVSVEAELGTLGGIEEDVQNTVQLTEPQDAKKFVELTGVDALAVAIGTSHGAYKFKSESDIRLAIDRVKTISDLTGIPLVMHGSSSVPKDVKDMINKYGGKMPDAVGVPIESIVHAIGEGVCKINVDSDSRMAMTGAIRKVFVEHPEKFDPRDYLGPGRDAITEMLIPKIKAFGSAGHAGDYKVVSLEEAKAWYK
#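 40 nM FBPA preincubated 10 min at RT with compound (up to 57.5 uM final), then substrate plus GAPDH/TPI/NAD/arsenate coupling and diaphorase/resazurin added. Fluorescence read after 20 min at RT, 525/598 nm.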
# AmpC no deterg = qHTS Inhibitors of AmpC Beta-Lactamase (assay without detergent); 330,000 tested, 0.52% active; AmpC nitrocefin hydrolysis, absorbance 480 nm, 0.0001% Triton; P00811; Potency, µM (doses to about 57.1 µM), inactives show top-dose activity change, negative = inhibition, usual class: inhibitors; AID 485341, 2010;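 also: potency is read from the fitted curve at half-maximal effect; plate controls were no compound for no effect and no enzyme for full effect; nearly all actives have a fitted effect of over 20% in size; some results filed as inactive show a strong effect at the top dose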
# Target sequence (P00811 whole entry, looked up): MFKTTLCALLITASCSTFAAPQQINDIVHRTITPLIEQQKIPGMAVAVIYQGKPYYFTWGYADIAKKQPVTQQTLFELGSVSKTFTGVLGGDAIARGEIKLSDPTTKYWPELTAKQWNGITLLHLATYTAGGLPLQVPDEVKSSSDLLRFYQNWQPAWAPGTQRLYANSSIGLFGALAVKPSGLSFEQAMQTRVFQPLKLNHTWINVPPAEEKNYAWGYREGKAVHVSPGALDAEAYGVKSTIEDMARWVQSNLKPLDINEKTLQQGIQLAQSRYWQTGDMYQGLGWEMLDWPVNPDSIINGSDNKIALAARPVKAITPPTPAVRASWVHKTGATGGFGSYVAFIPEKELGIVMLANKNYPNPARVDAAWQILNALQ
#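 AmpC (5.3 nM in the dispensed reagent) in 20 mM phosphate pH 7.0 with 0.01% (detergent screen) or 0.0001% Triton X-100 was preincubated with compounds for 15 min at room temperature. Nitrocefin was then added from an 800 uM solution, and hydrolysis was followed at 480 nm.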
# AmpC inh detg = qHTS Inhibitors of AmpC Beta-Lactamase (assay with detergent). P00811. Potency, µM (titrated, usually from 114 µM), without a hit: at the top dose activity change, negative = inhibition, usual class: inhibitors. AmpC hydrolysis of nitrocefin, absorbance 480 nm, 0.01% Triton. 370,000 tested, 0.041% active;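 also: potency is read from the fitted curve at half-maximal effect; 0% = no-compound wells and -100% = no-enzyme wells; nearly all actives have a fitted effect of over 25% in size; some results filed as inactive show a strong effect at the top dose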
#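 20 mM phosphate pH 7.0 + 0.01% (detergent screen) or 0.0001% Triton X-100; 5.3 nM AmpC reagent; cpd preinc 15 min RT; nitrocefin (800 uM stock) to start; A480 q20 s × 4 min; Activity was normalised to no-enzyme and no-compound control wells.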
# Numbers without * were called inactive; u = inconclusive; x = no result given; & = joins results of further samples; [ ] = another dose, or the depositor's remark. Unless noted, calls follow the shape of the dose curve; as a rule, active = well fitted curve in the direction sought with a large enough effect; inconclusive = small, poorly fitted or top-dose-only effect, or another doubt; inactive = no such curve, though single readings can be large; an effect the other way counts as inactive or inconclusive. Unless noted, % is scaled to controls: 0 for no effect and ±100 for the full control effect.
1. CCOc1ccc(NS(=O)(=O)c2ccc(C(=O)N(C)Cc3cccc(OC)c3OC)cc2)cc1
2. CCOC(=O)c1c(C)[nH]c(C)c1S(=O)(=O)N(C)CC(=O)Nc1cccc(Cl)c1C
3. COc1ccc(N2CCN(C3CCCN(C(=O)CN4CCCC4=O)C3)CC2)cc1 (stereo unspecified)
4. CCOC(=O)c1sc(NC(=O)C(C)Sc2nc(-c3ccccc3)cc(C(F)(F)F)n2)c(C(=O)OC)c1C (stereo unspecified)
5. c1ccc(N2CCN(Cc3cn4ccccc4n3)CC2)cc1
6. Cc1cc(NS(=O)(=O)c2ccc(CC(C)C)cc2)no1

assay / entry	1	2	3	4	5	6
HCV inhibitor	13µM*	x	11%	x	10%	6%
Sm TGR block	-9%	-1%	-11%	-1%	-2%	-25%
HCMV antiviral	-31	-4	8	-12	32	65
Giardia FBPA inh	x	x	8%	x	7%	25%
AmpC no deterg	104%[activator]	x	3%	x	-13%	-4%
AmpC inh detg	-2%	6%	-5%	-11%	-8%	-12%

7. CCN=C1SC(CC(=O)NC(N)=O)C(=O)N1CC (stereo unspecified)
8. COc1ccc(-n2c(C)cc(C(=O)Cn3c(NCCO)nc4ccccc43)c2C)cc1
9. C(=N\c1nc2ccccc2n1Cc1ccccc1)/c1cccs1
10. CN(CCOc1ccccc1)C(=O)c1cc([N+](=O)[O-])cc([N+](=O)[O-])c1
11. O=C(NCCc1c[nH]c2ccccc12)c1ccc2c(c1)OCO2
12. COc1ccccc1NS(=O)(=O)c1cc(N)ccc1N1CCCC1

assay / entry	7	8	9	10	11	12
HCV inhibitor	16%	5%	u	-7%	-14%	u
Sm TGR block	3%	1%	-26%	-8%	6%	x
HCMV antiviral	18	-36	-15	-17	151	-25
Giardia FBPA inh	3%	2%	1%	-11%	5%	x
AmpC no deterg	-11%	165%[activator]	-34%	-4%	-51%	-22%
AmpC inh detg	4%	-14%	-14%	-4%	-5%	x

13. CCS(=O)(=O)c1nc(S(=O)(=O)c2ccc(C)cc2)c(NCc2ccc(Cl)cc2)s1
14. N#Cc1ccc(C23CC4(C2)[C@H](CN(P(=O)(c2ccccc2)c2ccccc2)[C@@H]4c2ccccc2)C3c2ccc(Cl)nc2)cc1 (stereo partly specified)
15. N=c1n(CCCOc2ccccc2Cl)c2ccccc2n1CC(N)=O
16. FC(F)(F)c1cccc(NC(=S)NCc2ccccn2)c1
17. CCOC(=O)C1CCCN(C(=O)/C=C/c2ccc([N+](=O)[O-])cc2)C1 (stereo unspecified)
18. COc1cccc(CN(C)C(=O)c2ccc(NS(=O)(=O)c3ccc(F)cc3)cc2)c1OC

assay / entry	13	14	15	16	17	18
HCV inhibitor	x	u	-16%	-4%	1%	-14%
Sm TGR block	-2%	1%	8%	2%	1%	4%
HCMV antiviral	-6	x	-40	u	23	9
Giardia FBPA inh	x	-4%&-2%	-1%	-7%	8%	x
AmpC no deterg	x	30%	40%	-28%	-8%	-1%
AmpC inh detg	-4%	3%	3%	-1%	u	5%

19. CC1=C(C(=O)Nc2ccccc2)C(c2ccc(C)cc2)N=C(Nc2nc3ccccc3o2)N1 (stereo unspecified)
20. Clc1ccc2nc(CN3CCCCCC3)cn2c1
21. O=C(Nc1ccccn1)c1cccc(S(=O)(=O)N2CCCCC2)c1
22. O=C(C1CCCCC1)N1CCN=C1SCc1cccc([N+](=O)[O-])c1
23. CC1(C)N=C(SCC(=O)Nc2ccc(Cl)cc2)C(c2ccc(Cl)cc2)=N1
24. CC(Nc1nc(-c2ccncc2)nc2ccccc12)c1ccccc1 (stereo unspecified)

assay / entry	19	20	21	22	23	24
HCV inhibitor	-26%	3%	-3%	-16%	13µM*	u
Sm TGR block	-29%	4%	-10%	2%	-8%	-5%
HCMV antiviral	-67*	-26	62	0	-13	54
Giardia FBPA inh	7%	x	-2%	0%	-11%	8%
AmpC no deterg	-22%	14%	-14%	-13%	37%	-18%
AmpC inh detg	-6%	-18%	-1%	u	0%	1%

25. c1ccc(C(c2c[nH]c3ccccc23)c2c[nH]c3ccccc23)nc1
26. CC(=O)CC(C)(C)Nc1nc2cc([N+](=O)[O-])ccc2o1
27. O=C(N/N=C/c1ccc(Cl)c([N+](=O)[O-])c1)C1CC1
28. CCOc1ccc(C(=O)NCC(=O)OCCN2C(=O)c3ccccc3C2=O)cc1OCC
29. Cc1cccc(-n2ncc3c2CCCC3NC(=O)Cn2cccn2)c1C (stereo unspecified)
30. Fc1ccc(-c2nnc(-c3ccc(F)cc3)o2)cc1

assay / entry	25	26	27	28	29	30
HCV inhibitor	0%	-1%	u	-4%	x	6%
Sm TGR block	-15%	10%	11%	-7%	-6%	4%
HCMV antiviral	23	14	-31	-22	53	97
Giardia FBPA inh	-3%	-3%	0%	x	x	13%
AmpC no deterg	-8%	-13%	-22%	-6%	-10%	-13%
AmpC inh detg	-11%	1%	-1%	-7%	0%	-19%

31. CC(C)(C)NC(=O)C[C@H]1C[C@H](C(=O)N2CCCCC2)[C@@]2(CCc3ccccc3)c3[nH]c4cc(-c5ccco5)ccc4c3CCN2C1=O
32. Cc1nc(NS(=O)(=O)c2ccc(Cl)s2)c2c3c(sc2n1)CCCC3
33. Cc1cc(C)c(S(=O)(=O)N2CCN(C(=O)N3CCCCC3)CC2)c(C)c1
34. O=C1OCC(CO)(CO)N=C1NNc1cc(Cl)ccc1Cl
35. O=C(Nc1ccc(OC(F)(F)F)cc1)NC1COc2ccccc2C1 (stereo unspecified)
36. C(=C\c1ccc2ccccc2n1)/c1ccccc1

assay / entry	31	32	33	34	35	36
HCV inhibitor	0%[8.37 µM]	-15%	5%	-19%	x	-8%
Sm TGR block	x	-3%	1%	3%	25%	3%
HCMV antiviral	-8	0	-27	-21	-12	36
Giardia FBPA inh	x	26%	4%	-18%	x	u
AmpC no deterg	77%[activator]	-31%	78%[activator]	-8%	x	-34%
AmpC inh detg	x	1%	-4%	-7%	-5%	-4%

# Among those listed so far, these have fluorine.
4. CCOC(=O)c1sc(NC(=O)C(C)Sc2nc(-c3ccccc3)cc(C(F)(F)F)n2)c(C(=O)OC)c1C (stereo unspecified)
16. FC(F)(F)c1cccc(NC(=S)NCc2ccccn2)c1
18. COc1cccc(CN(C)C(=O)c2ccc(NS(=O)(=O)c3ccc(F)cc3)cc2)c1OC
30. Fc1ccc(-c2nnc(-c3ccc(F)cc3)o2)cc1
35. O=C(Nc1ccc(OC(F)(F)F)cc1)NC1COc2ccccc2C1 (stereo unspecified)

assay / entry	4	16	18	30	35
HCV inhibitor	x	-4%	-14%	6%	x
Sm TGR block	-1%	2%	4%	4%	25%
HCMV antiviral	-12	u	9	97	-12
Giardia FBPA inh	x	-7%	x	13%	x
AmpC no deterg	x	-28%	-1%	-13%	x
AmpC inh detg	-11%	-1%	5%	-19%	-5%

# More records.
37. COc1cccc(C2(CSc3nnc(-c4cc(OC)c(OC)c(OC)c4)o3)OCCO2)c1
38. CCOC(=O)N1CCN(c2ncnc3scc(-c4ccc(Cl)cc4)c23)CC1
39. Cc1nc(SC(C)C(=O)Nc2ccccc2Cl)cc(-c2ccccc2)n1 (stereo unspecified)
40. COc1cccc(NC(=S)N(CCN(C)C)C(C)c2ccncc2)c1 (stereo unspecified)
41. Cc1cc(Nc2ccc(Cl)cc2)n2cnnc2n1
42. CCN1CCN(S(=O)(=O)c2ccc3c(c2)OCCO3)CC1

assay / entry	37	38	39	40	41	42
HCV inhibitor	u	u	x	-18%	x	10%
Sm TGR block	1%	-1%	-1%	9%	-7%	3%
HCMV antiviral	-22	x	-70*	-17	3	3
Giardia FBPA inh	-1%	-2%	x	-4%	x	1%
AmpC no deterg	93%[activator]	74%[activator]	x	-21%	x	-22%
AmpC inh detg	3%	-3%	u	7%	19%	u

43. O=C(O)c1ccc2c(c1)C(=O)N(Cc1ccc3c(c1)OCO3)C2=O
44. CSc1cccc(NC(=O)C(=O)NCc2ccccc2)c1
45. O=C(O)C1CCCCC1C(=O)Nc1nc(-c2ccc(Cl)s2)cs1 (stereo unspecified)
46. CCn1c(SCC(=O)c2ccc(C)cc2)nnc1-c1ccoc1C
47. Cc1oc(-c2ccccc2)nc1C(=O)OCC(=O)NCc1ccc(Cl)cc1
48. O=C(/C=C/c1ccco1)Nc1ccc2c(c1)OCCO2

assay / entry	43	44	45	46	47	48
HCV inhibitor	1%	10%	20%	-19%	-7%	-27%
Sm TGR block	4%	6%	0%	u	-17%	20µM*
HCMV antiviral	-18	-11	u	-31	6	-17
Giardia FBPA inh	u	2%	6%	-12%	x	-22%
AmpC no deterg	-15%	-5%	-58%	11%	-11%	-25%
AmpC inh detg	1%	-8%	1%	2%	0%	-3%

49. C=CCOc1ccccc1CNn1nnnc1N
50. CCOc1ccc(N2CC(C(=O)Nc3ccc(F)cc3F)CC2=O)cc1 (stereo unspecified)
51. COc1ccc(Cl)cc1NC(=S)Nc1ccc(Cl)cn1
52. Cc1ccccc1NC(=O)CC1SC(=NC2CCCCC2)NC1=O (stereo unspecified)
53. Cc1cc(C)c(C)c(OCC(=O)N2CCN(c3ccccn3)CC2)c1
54. COc1ccc(NC(=O)CCc2nc3cccnc3n2-c2ccccc2)c(OC)c1

assay / entry	49	50	51	52	53	54
HCV inhibitor	8%	9%	-15%	-3%	25%	x
Sm TGR block	1%	2%	x	-31%	-2%	-1%
HCMV antiviral	6	-102*	19	-24	1	-14
Giardia FBPA inh	-1%	-3%	-7%	3%	x	x
AmpC no deterg	-9%	15%	-7%	-25%	59%	x
AmpC inh detg	u	-3%	3%	u	3%	1%

55. Cc1cc(C)c2c(c1)c(C)cc1nnc(SCC(=O)c3cccs3)n12
56. CC1CN(S(=O)(=O)c2cccc(C(=O)NCC3COc4ccccc4O3)c2)CC(C)O1 (stereo unspecified)
57. CC1(C)CC(=O)C(C=NCCCN2CCOCC2)=C(O)C1
58. CN(Cc1ccccc1)C(=O)Cn1c(=O)oc2cc(S(=O)(=O)NCc3ccccc3)ccc21
59. O=C1CC(c2ccccc2)CC(=NCCO)/C1=C(\O)CCCN1C(=O)c2ccccc2C1=O (stereo unspecified)
60. CCCCn1nc2cc(C(=O)NCc3cc(C(F)(F)F)cc(C(F)(F)F)c3)ccc2c1OC
61. CCN1CCCC1CNC(=O)c1c(O)c2c([nH]c1=O)CCCC2 (stereo unspecified)
62. Cc1cc2ncc(C(N)=O)cn2n1

assay / entry	55	56	57	58	59	60	61	62
HCV inhibitor	-24%	u	1%	14µM*	u	u	14%	11%
Sm TGR block	-1%	0%	-9%	1%	4%	4%	-4%	19%
HCMV antiviral	x	-9	47	-71*	-36	2	12	19
Giardia FBPA inh	9%	x	10%	1%	6%	-2%	4%	3%
AmpC no deterg	-10%	20%	-10%	-15%	91%[activator]	5.6µM*	-28%	-6%
AmpC inh detg	-10%	-8%	u	1%	4%	1%	u	2%

# Screening results (PubChem BioAssay)
